TSHR antagonist: blocks TSH signaling through the human TSH receptor; TSHR-expressing cells, TSH-stimulated cAMP HTRF, 2 h; hits give low values; P16473; AID 504810; activity change, negative = inhibition, % at 11.5 µM; 330,000 tested, 0.2% active;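 active means activity change below a set negative limit, meaning inhibition stronger than a set level, cut at about -70% in these data; inconclusive means activity change between two set negative limits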; further: on the % scale 0 is the no-effect control and ±100 the full control effect
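TSHR-expressing cells were treated with compounds, then stimulated with TSH at EC80 (4nM final) for 2 hours at 37 deg C. Cellular cAMP was measured by HTRF competition between lysate cAMP and cAMP-d2 for a cryptate-labelled anti-cAMP antibody.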
BCR signal inh: inhibitors of chronic active B-cell receptor signaling; ABC-DLBCL IkBa-CBG/CBR reporter, luminescence ratio, 4 h; Potency, µM (highest dose often 46.1 µM), for the others: top-dose ratio change, negative = lower green/red ratio, actives largely listed as inhibitors; 340,000 tested, 0.05% active; AID 493014; active means well fitted inhibition curve with a large enough effect in the signal ratio, with a control signal flat, not every such curve was filed as active; inconclusive means small, poorly fitted or top-dose-only effect, or effect the other way, or a change in a side signal; the % refers to the signal ratio;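 further: potency means the concentration at half of the fitted maximal effect; plate controls were basal doxycycline-induced cells for no effect and cells given 10 µM MG132 for full effect; MG132 reads +100%, hits lower the ratio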
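TMD8 human ABC-DLBCL cells with doxycycline-inducible IκBα–green luciferase fusion and unfused red luciferase, in 0.5% FBS medium; compounds up to 46 uM, 4 h at 37C. Green/red luminescence ratio, filter-overlap corrected, fitted to concentration-response curves.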
B2AR arrestin: agonists driving beta-arrestin recruitment to human beta2-adrenergic receptor; P07550; beta-arrestin recruitment to beta2AR, cell-based reporter; Potency, µM (titrated, usually from 46.1 µM), for the others: at the highest dose activation, actives largely listed as activators; 330,000 tested, 0.02% active; AID 492947;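 further: potency means the concentration at half of the fitted maximal effect; 0% = DMSO controls and full agonism = EC100 isoproterenol or metaproterenol; nearly all actives have a fitted effect of over 65% in size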
USP2a block: inhibitors of human ubiquitin-specific protease USP2a. AID 463254. O75604. Potency, µM (doses to about 38.3 µM), for the others: top-dose activity change, negative = inhibition, most hits filed as inhibitors. USP2 core, Ub-CHOP2 coupled fluorogenic reporter, 485/531. 330,000 tested, 0.01% active;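 further: potency means the concentration at half of the fitted maximal effect; plate controls were DMSO wells for no effect and full inhibition by NEM control for full effect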
Target sequence (O75604 whole entry, looked up): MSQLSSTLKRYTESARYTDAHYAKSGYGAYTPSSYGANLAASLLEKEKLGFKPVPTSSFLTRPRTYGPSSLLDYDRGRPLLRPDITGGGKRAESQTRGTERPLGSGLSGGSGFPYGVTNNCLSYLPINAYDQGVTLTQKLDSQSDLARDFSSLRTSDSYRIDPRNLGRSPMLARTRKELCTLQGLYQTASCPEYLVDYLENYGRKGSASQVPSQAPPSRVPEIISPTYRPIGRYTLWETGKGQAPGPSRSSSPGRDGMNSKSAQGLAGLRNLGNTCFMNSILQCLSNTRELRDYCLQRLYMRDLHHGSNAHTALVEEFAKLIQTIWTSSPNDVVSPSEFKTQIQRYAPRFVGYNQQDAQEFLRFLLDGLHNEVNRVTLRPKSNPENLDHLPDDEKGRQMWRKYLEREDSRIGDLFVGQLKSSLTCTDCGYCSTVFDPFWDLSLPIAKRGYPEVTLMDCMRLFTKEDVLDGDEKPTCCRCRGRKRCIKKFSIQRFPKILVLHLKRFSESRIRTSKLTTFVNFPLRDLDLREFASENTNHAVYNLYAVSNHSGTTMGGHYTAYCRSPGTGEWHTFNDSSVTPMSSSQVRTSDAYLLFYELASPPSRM
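Deubiquitinase activity read as fluorescence (485/531 nm) after Ub-CHOP2 cleavage activates the enterokinase reporter on its substrate; USP2 core 10nM, Ub-CHOP2 and substrate 25nM each, 30min compound preincubation then 60min RT; data normalized to NEM, curves fitted.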
uPA generation: cell surface uPA generation inhibition; 330,000 tested, 0.31% active; AID 540303; Potency, µM (top dose mostly 38.3 µM), for inactives: at the top dose activity change, negative = inhibition, most hits filed as inhibitors; cell surface uPA generation assay, qHTS; active means well fitted inhibition curve with a large enough effect; inconclusive means small, poorly fitted or top-dose-only effect; inactive means no such curve, though single readings can be large or run the other way; tested in mouse RAW 264.7 cells; further: potency means the concentration at half of the fitted maximal effect; on the % scale 0 is the no-effect control and ±100 the full control effect; nearly all actives have a fitted effect of over 55% in size
TCR activator: activators of T cell receptors; AID 504894; Potency, µM (highest dose often 9.22 µM), inactives show top-dose activation of IL-2 secretion, hits mostly activators; 330,000 tested, under 10 active; primary human leukocytes, anti-CD3, IL-2 HTRF, 48 h; further: % of control where 0% means no effect
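IL-2 produced over 48 hr by a-CD3 bead-stimulated primary human leukocytes exposed to compounds was detected with a homogeneous time-resolved FRET immunoassay, 665nm acceptor signal after 320nm excitation.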
PTAP TSG101 blk: blocks PTAP/TSG101 interaction to inhibit HIV-1 budding; Potency, µM (titrated, usually from 115 µM), inactives show at the highest dose activity change, negative = inhibition, hits mostly inhibitors; Q99816; 340,000 tested, under 10 active; Fluorescence polarization, FITC-PTAP peptide / Tsg101 binding; AID 493005; active means well fitted inhibition curve with a large enough effect in the main read-out, with a control signal flat, not every such curve was filed as active; inconclusive means small, poorly fitted or top-dose-only effect, or effect the other way, or a change in a side signal; inactive means no such curve, though single readings can be large or run the other way; further: potency means the concentration at half of the fitted maximal effect; % of control where 0% means no effect
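Compounds were pin-transferred onto Tsg101 binding domain (10 uM final) in HEPES pH 7.5 buffer, then FITC-PTAP peptide was added at 50 nM final. After 20 min at RT, polarization reported peptide displacement across a qHTS concentration series.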
Mito fusion yeast: inhibitors of mitochondrial division or activators of mitochondrial fusion; S. cerevisiae fusion-defective mutant growth rescue, CellTiterGlo 48 h; Potency, µM (top dose mostly 46.1 µM), for the others: top-dose growth rescue (activation), most hits filed as activators; 320,000 tested, 0.23% active; AID 485298;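 further: potency means the concentration at half of the fitted maximal effect; % of control where 0% means no effect; nearly all actives have a fitted effect of over 45% in size; temperature-sensitive fusion mutants such as fzo1-1 at 37 °C on non-fermentable ethanol glycerol medium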
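S. cerevisiae fusion-defective temperature-sensitive mutants (e.g. fzo1-1, mgm1-5) grown 48 h at 37C in YPEG (ethanol/glycerol non-fermentable) medium with 23 nl compound per well; growth rescue read as CellTiterGlo luminescence.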
Eya2 phos inh: blocks the phosphatase activity of human Eya2; O00167; recombinant Eya2, OMFP fluorescence dephosphorylation (OMFP is methylfluorescein phosphate); Potency, µM (series often up to 76.9 µM), inactives show top-dose activity, negative = inhibition, most hits filed as inhibitors; 330,000 tested, 0.006% active; further: potency means the concentration at half of the fitted maximal effect; on the % scale 0 is the no-effect control and ±100 the full control effect
Target sequence (O00167 whole entry, looked up): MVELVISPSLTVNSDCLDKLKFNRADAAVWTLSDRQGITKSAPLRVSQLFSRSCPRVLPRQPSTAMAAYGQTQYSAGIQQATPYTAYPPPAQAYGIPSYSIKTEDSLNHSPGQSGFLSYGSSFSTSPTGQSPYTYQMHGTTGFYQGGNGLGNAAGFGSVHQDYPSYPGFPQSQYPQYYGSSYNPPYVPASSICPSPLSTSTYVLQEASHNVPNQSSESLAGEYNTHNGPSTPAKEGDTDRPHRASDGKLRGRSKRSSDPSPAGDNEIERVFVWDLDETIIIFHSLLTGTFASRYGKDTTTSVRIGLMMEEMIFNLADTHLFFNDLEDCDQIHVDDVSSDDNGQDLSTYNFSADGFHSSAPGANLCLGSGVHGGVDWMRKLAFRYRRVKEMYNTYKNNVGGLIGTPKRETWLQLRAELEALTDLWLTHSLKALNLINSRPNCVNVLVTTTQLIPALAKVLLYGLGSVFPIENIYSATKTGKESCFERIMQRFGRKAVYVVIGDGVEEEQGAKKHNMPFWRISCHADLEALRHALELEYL
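Eya2 (0.2 uM) preincubated 10 min at ambient with compound, then OMFP substrate added at 50 uM; 10 min reaction in 50 mM HEPES pH 7.5, 50 mM NaCl, 5 uM MgCl2, 0.05% BSA, 1 mM DTT. Fluorescence read at Ex 485/Em 525 nm.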
ELG1 repair inh: ELG1-dependent DNA repair inhibition | HEK293T ELG1-luciferase reporter, luminescence, 16 h; DNA damage induced by 5-fluorouridine | Potency, µM (doses to about 46.1 µM), inactives show at the highest dose activity change, negative = inhibition, usual class: inhibitors | 330,000 tested, 2.3% active; further: potency means the concentration at half of the fitted maximal effect; on the % scale 0 is the no-effect control and ±100 the full control effect; nearly all actives have a fitted effect of over 55% in size
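Luminescence from the luciferase reporter, measured 30 min after ONE-Glo reagent at room temperature, was the read-out. Beforehand, 2,000 cells per well were exposed for 16 hr at 37 °C to 5-fluorouridine together with compound or vehicle.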
Tb PFK block: T. brucei PFK enzyme inhibition; Potency, µM (doses to about 57.5 µM), for inactives: at the highest dose activity, negative = inhibition, hits mostly inhibitors; T. brucei PFK, ADP-Glo luminescence; 330,000 tested, 0.17% active;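 further: potency means the concentration at half of the fitted maximal effect; 0% = uninhibited 1x PFK enzyme wells and -100% = no-enzyme wells; nearly all actives have a fitted effect of over 60% in size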
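In TEA buffer at pH 8.0 with 5 mM MgCl2, enzyme (1.25 nM) converted F6P (0.5 mM) and ATP (0.1 mM) for 45 min at room temperature. ADP product was read by luciferase luminescence.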
Starred values were filed as active, the others as inactive; ? = inconclusive; . = no result given; [ ] = dose if it differs, or a comment. Unless noted, the call rests on the fitted dose curve; in most records, active means well fitted curve in the direction sought with a large enough effect; inconclusive means small, poorly fitted or top-dose-only effect, or another doubt; inactive means no such curve, though single readings can be large; an effect the other way counts as inactive or inconclusive.

No.	Compound	TSHR antagonist	BCR signal inh	B2AR arrestin	USP2a block	uPA generation	TCR activator	PTAP TSG101 blk	Mito fusion yeast	Eya2 phos inh	ELG1 repair inh	Tb PFK block
1	C=C(C)COc1ccc(-c2n[nH]c(C)c2Oc2ccccc2OC)c(O)c1	5	?	-0.5%	-20%	12%	1%	-2%	6%	-19%	?	-6%
2	CC(=O)c1ccccc1NC(=O)CCN1C(=O)C2CCCCC2C1=O (configuration not stated)	9	2%	-0.3%	3%	0%	8%	1%	.	5%	?	-5%
3	CNC(=S)N/N=C/c1cc(Br)c(OCc2ccncc2)c(OC)c1	-11	?	7.6%	4%	10%	4%	-1%	-10%	-2%	-8%	-2%
4	CCCCc1ccc(/C=C2/C(=O)ON=C2c2ccccc2)s1	-5	5%	-1.9%	?	-7%	-3%[46.1 µM]	-1%	-1%	-7%	-2%	0%
5	Cn1nc(C(=O)OCC(=O)Nc2cc(Cl)ccc2C#N)c2ccccc2c1=O	-5	?	0.3%	1%	-7%	-2%	-1%	3%	5%	8%	-3%
6	Cc1c(-c2csc(N)n2)c2ccccc2n1C	1	-16%	0.3%	-6%	-4%	8%	-7%	-3%	4%	6%	1%
7	O=[N+]([O-])c1ccc(S(=O)(=O)CC(CN2CCOCC2)N2CCOCC2)cc1 (configuration not stated)	-23	?	-0.9%	1%	-9%	2%	-7%	0%	-1%	-11%	3%
8	Clc1ccc(-c2nc(N3CCOCC3)nc3ccccc23)cc1	21	5%	-0.9%	-1%	-3%	.	-3%	-1%	6%	16%	7%
9	CCCCCCCCCCSc1n[nH]c(N)n1	5	?	-0.8%	-7%	-7%	-3%[46.1 µM]	0%	5%	-14%	?	-1%
10	Cc1csc(NC(=O)c2ccccc2C(=O)O)n1	2	9%	-0.2%	0%	-5%	2%	-3%	3%	0%	1%	1%
11	Cc1cc(C)c(C)c(S(=O)(=O)Nc2ccccc2C(=O)NN2CCOCC2)c1C	2	3%	-0.5%	3%	-17%	5%	-6%	.	4%	-1%	1%
12	CC(NC(=O)c1ccccc1)C(=O)N/N=C/c1cccc([N+](=O)[O-])c1 (configuration not stated)	0	?	0.1%	-2%	-1%	-4%	-2%	6%	-12%	?	1%
13	Cc1cccn2c(CNCCCOc3cccnc3)c(C(=O)N3CCOCC3)nc12	3	?	-1.5%	0%	.	-2%	0%	5%	6%	-3%	-15%
14	CCN(CC)CCOC(=O)c1cccc(Br)c1	-5	0%	0.1%	0%	5%	-19%	0%	1%	9%	13%	-2%
15	O=C(COc1ccc(S(=O)(=O)N2CCOCC2)cc1)Nc1ccccc1F	7	0%	0.1%	-1%	-4%	2%	-3%	-3%	3%	6%	0%
16	CCc1noc(C)c1C(=O)N1CCCC(N2CCN(c3cccc(Cl)c3)CC2)C1 (configuration not stated)	5	-4%	0.2%	-6%	-3%	2%	-1%	-3%	7%	-16%	1%
17	O=C(Nc1ccccc1Cl)c1cc[n+](Cc2ccc([N+](=O)[O-])cc2)cc1	8	-14%	-0.5%	1%	16%	-3%	-4%	-2%	-13%	7%	-15%
18	COc1ccc2[nH]cc(CCNC(=O)C3CCCO3)c2c1 (configuration not stated)	-11	1%	0.1%	4%	-4%	5%	-6%	-2%	1%	-1%	6%
19	COc1cccc2c(=O)cc(C)n(CC(=O)Nc3ccc(C)c(C)c3)c12	-17	4%	-0.3%	2%	-12%	0%	-6%	-1%	-2%	?	10%
20	COc1ccc(N2C(=O)CSC23C(=O)Nc2ccccc23)cc1OC (configuration not stated)	-4	?	-1.1%	0%	3%	0%	2%	-1%	-10%	-2%	-1%
21	COC(=O)c1sc2nc(SCc3cccc(Cl)c3)n(N)c(=O)c2c1C	0	0%	-0.3%	2%	-5%	-2%	-2%	4%	3%	?	-4%
22	COc1ccc(-n2c(C)c(C(C)=O)c3cc(O)ccc32)cc1	13	0%	-0.2%	2%	3%	-1%	-5%	1%	6%	0.82µM*	-2%
23	CCOC(=O)N1CCC(N(CCN(C)C)C(=S)Nc2cccc(Cl)c2)CC1	-6	-3%	-0.1%	10%	-10%	-2%	1%	11%	14%	-11%	-11%
24	CCCc1cc(=O)oc2cc(OCC(=O)NCCc3c[nH]c4ccccc34)ccc12	-5	?	0.0%	3%	-2%	-2%	1%	1%	-20%	-25%	-1%
25	COc1ccc(CCNC(=O)CCn2c(=O)c3cccn3c3cccnc32)cc1OC	-2	-2%	0.3%	2%	-10%	5%	-4%	1%	-7%	-17%	1%
26	COc1ccc(C)cc1N(CC(=O)N1CCCC1)S(C)(=O)=O	14	0%	0.0%	0%	2%	.	1%	4%	-6%	-2%	-3%
27	COC(=O)c1cc(S(=O)(=O)N2CCN(c3cccc(C)c3C)CC2)c[nH]1	18	1%	-0.1%	-1%	3%	5%	1%	9%	0%	-7%	0%
28	Cc1noc(C)c1CSCC(=O)Oc1ccc(N(C)S(=O)(=O)c2ccc(Cl)cc2)cc1	10	4%	0.2%	1%	-1%	2%	-2%	4%	-3%	2%	20%
29	OC(COC(c1ccccc1)c1ccccc1)CN1CCN(c2ccccn2)CC1 (configuration not stated)	3	-7%	-0.4%	-9%	-2%	0%[46.1 µM]	3%	-1%	-2%	?	-5%
30	COC(=O)n1c(=O)oc2cc(S(=O)(=O)N3CCCCC3)ccc21	-2	1%	-0.6%	0%	.	-40%	-7%	-1%	-6%	-2%	4%
31	Cc1cc(C)c2oc(C(=O)Nc3ccc(S(=O)(=O)Nc4nccc(C)n4)cc3)cc(=O)c2c1	-137*	?	0.4%	0%	-10%	-3%	-4%	6%	2%	0%	-3%
32	CC1CCN(C(=S)NC(=O)c2ccc(C(C)(C)C)cc2)CC1	-26	-14%	-1.1%	-4%	?	0%	-4%	-1%	5%	2%	0%
33	CCOC(=O)CSCC(=O)N1CCC(Cc2ccccc2)CC1	-11	-12%	-0.6%	1%	2%	3%	1%	4%	3%	-3%	1%
34	CSc1nc(N)nc2c1ncn2CC(=O)NCCCc1ccccc1	-3	0%	-0.1%	1%	-15%	-1%	-4%	.	-8%	?	0%
35	N#CCC(=O)Nc1ccc(C(=O)Nc2cccnc2)cc1	-4	?	-0.7%	2%	-3%	-1%	-6%	2%	7%	10%	1%
36	CCOc1ccc(NC(=O)Nc2ccc3c(c2)CCC3)cc1	-2	1%	0.0%	0%	-7%	1%	1%	-1%	16%	-6%	0%
37	CSC1=NC2(C)CCCCC2C12C=CC(=O)C=C2 (configuration not stated)	19	-3%	-0.9%	-1%	3%	2%	0%	1%	-3%	?	0%
38	COc1ccc(N2CCN(C(=O)Cn3c(=O)[nH]c4ccccc4c3=O)CC2)cc1	-6	?	0.1%	1%	.	.	.	0%	-17%	3%	0%
39	CCN(CCNC(=O)CN(C)S(=O)(=O)c1cccc2nsnc12)c1ccccc1	17	-4%	0.3%	-5%	6%	3%	-9%	0%	-11%	23µM*	2%
40	CC(C(=O)N1CCOCCOCCOCC1)N1C(=O)c2ccccc2C1=O (configuration not stated)	-2	-1%	-0.3%	-1%	13%	-2%	0%	-1%	-8%	1%	0%
41	Cc1ccccc1NC(=O)C1CCCN1S(=O)(=O)c1cccc2cccnc12 (configuration not stated)	-8	-13%	0.2%	0%	-2%	-2%	1%	-4%	-2%	1%	0%
42	O=C(NC(=S)Nc1ccc2c(c1)OCCO2)c1ccco1	-3	?	0.0%	2%	-6%	-2%	-2%	-6%	?	?	4%
43	Cc1ccc(S(=O)(=O)N2CCCC(C(=O)NCCc3ccc(S(N)(=O)=O)cc3)C2)cc1 (configuration not stated)	4	6%	-0.6%	0%	1%	10%	0%	-3%	0%	-5%	3%
44	O=C(Nc1nn[nH]n1)C12CC3CC(CC(C3)C1)C2	9	11%	0.1%	8%	-5%	3%	-1%	0%	-16%	8%	-8%
45	NC(=O)c1oc2ccccc2c1NC(=O)CN1CCCCC1	-9	10%	0.4%	1%	.	4%	-6%	-1%	-11%	6%	0%
46	CCCOC(=O)Cn1cnc2scc(-c3ccc(C)cc3)c2c1=O	7	-8%	-0.9%	2%	-2%	10%	-7%	-8%	1%	?	1%

Compound activity from PubChem.
